# LmPK inhibitor: qHTS Assay for Inhibitors of Leishmania Mexicana Pyruvate Kinase (LmPK); purified LmPK, Kinase-Glo ATP luminescence, 1 h; Potency, µM (highest dose often 57.5 µM), without a hit: at the highest dose activity change, negative = inhibition, most hits filed as inhibitors; actives 0.37% (n = 290,000); AID 1721, 2009; note: potency is the fitted concentration of half-maximal effect
# Target sequence (Q27686 whole entry, looked up): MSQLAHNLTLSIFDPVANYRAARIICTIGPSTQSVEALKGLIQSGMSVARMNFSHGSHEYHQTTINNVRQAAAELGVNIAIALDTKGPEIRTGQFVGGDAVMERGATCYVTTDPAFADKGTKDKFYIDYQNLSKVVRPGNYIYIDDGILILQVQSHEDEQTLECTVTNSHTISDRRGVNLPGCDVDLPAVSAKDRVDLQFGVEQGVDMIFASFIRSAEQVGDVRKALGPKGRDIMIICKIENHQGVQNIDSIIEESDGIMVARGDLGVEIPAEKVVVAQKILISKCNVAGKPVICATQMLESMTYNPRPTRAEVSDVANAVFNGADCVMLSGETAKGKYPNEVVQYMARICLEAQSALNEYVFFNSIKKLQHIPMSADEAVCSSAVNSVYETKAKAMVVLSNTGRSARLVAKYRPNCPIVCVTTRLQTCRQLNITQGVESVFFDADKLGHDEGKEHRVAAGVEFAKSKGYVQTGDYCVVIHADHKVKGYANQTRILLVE
#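 Screened at intermediate enzyme activity to detect both inhibitors and activators: LmPK at 0.1 nM, with a 0.5 nM enzyme column as activation reference. PEP 0.5 mM, ADP 0.1 mM; ATP detected by luminescence after 1 h.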
# AmpC inh detg: qHTS Inhibitors of AmpC Beta-Lactamase (assay with detergent). P00811. AmpC hydrolysis of nitrocefin, absorbance 480 nm, 0.01% Triton. Potency, µM (series often up to 114 µM), for the others: at the top dose activity change, negative = inhibition, actives largely listed as inhibitors. AID 485294, 2010. actives 0.041% (n = 370,000);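 note: potency is the fitted concentration of half-maximal effect; 0% = no-compound wells and -100% = no-enzyme wells; nearly all actives have a fitted effect of over 25% in size; some results filed as inactive show a strong effect at the top dose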
# Target sequence (P00811 whole entry, looked up): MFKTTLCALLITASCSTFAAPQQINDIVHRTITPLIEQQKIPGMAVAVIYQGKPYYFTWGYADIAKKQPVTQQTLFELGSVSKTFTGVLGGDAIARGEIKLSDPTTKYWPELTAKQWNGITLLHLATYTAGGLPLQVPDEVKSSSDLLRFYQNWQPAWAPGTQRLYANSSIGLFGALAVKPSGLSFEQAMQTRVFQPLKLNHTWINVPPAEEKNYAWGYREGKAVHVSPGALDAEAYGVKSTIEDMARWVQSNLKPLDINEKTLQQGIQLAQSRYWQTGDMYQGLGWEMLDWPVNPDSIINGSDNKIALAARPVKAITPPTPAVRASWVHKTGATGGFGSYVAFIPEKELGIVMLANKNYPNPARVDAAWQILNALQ
#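 20 mM phosphate pH 7.0 + 0.01% (detergent screen) or 0.0001% Triton X-100; 5.3 nM AmpC reagent; cpd preinc 15 min RT; nitrocefin (800 uM stock) to start; A480 q20 s × 4 min; Activity was normalised to no-enzyme and no-compound control wells.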
# HCV inhibitor: qHTS Assay for Inhibitors of Hepatitis C Virus (HCV) | Huh7.5.1 HCVcc-Cre infection, luciferase reporter, 44 h | Potency, µM (highest dose often 41.8 µM), without a hit: at the highest dose activity change, negative = inhibition, usual class: inhibitors | actives 3.4% (n = 340,000); note: potency is the fitted concentration of half-maximal effect
#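 Compounds are dispensed onto cells plated 4 h earlier at 1,000 per well, with HCVcc-Cre virus (about 0.5 moi) added next. Following 44 h of culture, luminescent signal is measured for 15 sec after 15 min with substrate at room temperature.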
# AmpC inh no detg: qHTS Inhibitors of AmpC Beta-Lactamase (assay without detergent); AID 485341, 2010; actives 0.52% (n = 330,000); Potency, µM (titrated, usually from 57.1 µM), inactives show at the highest dose activity change, negative = inhibition, hits mostly inhibitors; AmpC nitrocefin hydrolysis, absorbance 480 nm, 0.0001% Triton;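 note: potency is the fitted concentration of half-maximal effect; plate controls were no compound for no effect and no enzyme for full effect; nearly all actives have a fitted effect of over 20% in size; some results filed as inactive show a strong effect at the top dose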
#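 AmpC (5.3 nM in the dispensed reagent) in 20 mM phosphate pH 7.0 with 0.01% (detergent screen) or 0.0001% Triton X-100 was preincubated with compounds for 15 min at room temperature. Nitrocefin was then added from an 800 uM solution, and hydrolysis was followed at 480 nm.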
# HCMV antiviral: qHTS Assay for inhibitors of the human cytomegalovirus (HCMV); HFF cells, HCMV-luciferase reporter, 72 h; active compounds read low; actives 4.5% (n = 410,000); activity change, negative = inhibition, % at 57.5 µM; in the data active = activity change below about -60%; inconclusive = no clear call, values can overlap the other calls; inactive = above about -39%
#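 Compounds were evaluated in HFFs infected with an HCMV luciferase reporter virus (MOI 1 PFU/cell). Luciferase in lysates collected 72 h post infection served as the replication measure.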
# AMA1 RON2 block: qHTS for Inhibitors of AMA1-RON; Towards Development of Antimalarial Drug Lead: Primary Screen | Potency, µM (series often up to 58.2 µM), without a hit: top-dose activity change, negative = inhibition, usual class: inhibitors | AlphaScreen AMA1-biotinylated RON2 peptide binding | actives 0.2% (n = 360,000) | Plasmodium falciparum AMA1 (3D7) - RON2 peptide interaction;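 note: potency is the fitted concentration of half-maximal effect; 0% = vehicle wells and -100% = peptide control; nearly all actives have a fitted effect of over 45% in size; some results filed as inactive show a strong effect at the top dose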
#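 AMA1 (3D7) with his tag at 25 nM final met compounds first, then biotinylated RON2 peptide at 25 nM; detection used donor plus acceptor beads, 10 µg/mL apiece, read by AlphaScreen after 30 min at room temperature.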
# TbPYK inhibitor: qHTS of Trypanosoma Brucei Inhibitors | actives 0.12% (n = 410,000) | pyruvate kinase (Trypanosoma brucei), Q57TT1 | AID 624173, 2012 | Potency, µM (series often up to 76.8 µM), for inactives: top-dose activity, negative = inhibition, most hits filed as inhibitors | TbPYK enzyme, Kinase-Glo Plus ATP luminescence, 45 min; note: potency is the fitted concentration of half-maximal effect; nearly all actives have a fitted effect of over 50% in size
#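 Readout: single end-point luminescence (Kinase-Glo Plus, 10 min). Reaction conditions were TbPYK/substrate plus 130 uM ADP, 45 min at RT, pH 7.2 TEA buffer. No-enzyme wells served as controls, and data were normalized before concentration-response fitting.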
# * = called active by the depositor; ? = inconclusive; . = not tested or not shown; [ ] = remark or other dose. Unless noted, calls come from the whole dose curve; as a rule, active = well fitted curve in the direction sought with a large enough effect; inconclusive = small, poorly fitted or top-dose-only effect, or another doubt; inactive = no such curve, though single readings can be large; an effect the other way counts as inactive or inconclusive. Unless noted, % is set by controls: 0 for no effect and ±100 for the full control effect.
SMILES,LmPK inhibitor,AmpC inh detg,HCV inhibitor,AmpC inh no detg,HCMV antiviral,AMA1 RON2 block,TbPYK inhibitor
CCN(C(=O)c1cc2c(s1)-c1c(C)cccc1OC2)c1ccccc1F,.,-3%,.,.,0,.,-1%
COc1cc2c(cc1OC)C(c1ccc(F)cc1)N(c1ccc(F)cc1)C(=O)C2 (stereo not drawn),.,11%,.,.,14,.,-8%
O=C(CSc1nnc(-c2ccncc2)n1-c1ccccc1)Nc1ccc(Cl)c(Cl)c1,.,-2%,.,.,-6,.,0%
O=S(=O)(Cc1cc(N2CCOCC2)nc(-c2ccccn2)n1)c1ccccc1,12%,3%,-5%,10%,-15,84%[activator],-4%
Cn1c2ccccc2c2cc(C(=O)NNC(=O)CCl)sc21,-3%,1%,?,-6%,-21,111%[activator],0%
CCc1nnc(NC(=O)CCC(=O)N2CCCC(O)C2)s1 (stereo not drawn),5%,?,11%,-9%,-24,11%,1%
Cc1[nH]c(=O)[nH]c(=O)c1S(=O)(=O)Nc1ccc(Cl)c([N+](=O)[O-])c1,4%,-15%,25%,-23%,19,-2%,-2%
CCCc1nc(SCC(=O)c2ccc(F)cc2)c2ccccc2n1,7%,6%,?,6%,-1,98%[activator],-5%
COc1cccc(-n2c(=O)c3sc4ccccc4c3n(CC(=O)NC3CCCCC3)c2=O)c1,.,7%,.,.,1,.,-12%
CC(=O)N1CCN(c2ccc(NC(=S)NC(=O)c3ccc(C)c([N+](=O)[O-])c3)cc2)CC1,0%,-1%,-3%,99%[activator],-10,45%[activator],-2%
CCc1ccccc1NC(=O)c1ccc(F)c(S(=O)(=O)N2CCN(c3ccccc3OC)CC2)c1,.,-1%,.,.,-62*,.,-4%
COc1ccc(C(=O)NCCn2cc(SCC(=O)NCc3ccco3)c3ccccc32)cc1,2%,?,-20%,-25%,-32,-15%,?
Cc1ccc(CNC(=O)C2(C)CCN2C(=O)Cc2ccc(C(C)(C)C)cc2)cc1 (stereo not drawn),.,.,.,.,-1,-8%,8%
CC(=O)N(CN1C(=O)c2ccc([N+](=O)[O-])cc2C1=O)c1cccc(C(=O)O)c1,0%[11.5 µM],6%,9%,-18%,-11,-9%,-2%
Clc1ccc(Oc2nc3c(Cl)cccc3s2)cc1Cl,0%,-5%,20%,-10%,71,4%,3%
C=C(C)c1sc(-c2ccccc2)nc1C,.,.,4%,.,2,-16%,2%
Cc1ccc(CNC(=O)c2cc(Sc3ccc(F)cc3F)nc3ccccc23)cc1,.,5%,.,.,-66*,.,1%
CN(C)C(CNc1ncnc2ccccc12)c1c(F)cccc1Cl (stereo not drawn),-3%,1%,1%,-20%,-11,8%,-1%
Cc1nc2ccc(NC(=O)c3cccc(S(=O)(=O)N4CC(C)OC(C)C4)c3)cc2s1 (stereo not drawn),1%,0%,2.8µM*,63%[activator],0,-1%,-10%
CN(C)c1ccnc(Nc2ccc(F)cc2)c1C#N,0%,3%,10%,-5%,-13,1%,-4%
CCOc1ccccc1NC(=O)COc1cccc(-n2cnnn2)c1,0%,-8%,?,-36%,?,-2%,4%
CCOC(=O)Cn1ncc2c(=O)oc3ccccc3c21,-1%,1%,5%,-2%,11,-3%,0%
CNC(=O)C[C@H]1C(=O)N(Cc2ccccc2)C[C@@H]1Cc1ccccc1,.,.,.,.,2,8%,-5%
OCCNCCCCOc1ccc(OCc2ccccc2)cc1,1%,2%,?,43%,47,-11%,2%
CCCNC(=O)C1(C)CCN1C(=O)c1ccc(C(C)(C)C)cc1 (stereo not drawn),.,.,.,.,-26,14%,-1%
# Carrying on.
SMILES,LmPK inhibitor,AmpC inh detg,HCV inhibitor,AmpC inh no detg,HCMV antiviral,AMA1 RON2 block,TbPYK inhibitor
CCc1ccc(C(C(=O)NC2CCCCC2)N(C(=O)c2ccccn2)c2cccnc2)cc1 (stereo not drawn),2%,2%,.,-13%,.,.,.
CC(=O)Nc1ccc(NC(=O)C(C)OC(=O)C2(c3ccccc3F)CCCC2)cc1 (stereo not drawn),.,2%,?,22%,-3,0%,3%
CC(CCc1ccccc1)NC(=O)N1CCOCC1 (stereo not drawn),-6%,-9%,16%,-13%,-30,2%,-1%
O=c1n(Cc2ccccc2)nc2n1-c1cc(Cl)ccc1OC2,.,-2%,.,.,18,.,-8%
CCOC(=O)CNC(=O)CNC(=O)c1ccc(OC)cc1,3%,-5%,-13%,-5%,-22,-3%,-6%
COc1cc(Cl)c(C)cc1Nc1nnc(-n2nc(C)cc2C)c2ccccc12,.,4%,.,.,17,.,-27%
COCCNC(=O)c1csc2c1CCCC2,-1%,?,-3%,-2%,1,3%,2%
Cc1noc(/C=C/N(C)C)c1S(=O)(=O)N1CCC(C(=O)Nc2ccc(Cl)cc2)CC1,0%,-1%,-10%,-53%,0,-14%,-7%
C/C(=C\C(=O)O)C12CC3CC(CC(C3)C1)C2,10%,-2%,8%,4%,-23,16%,10%
CCCOC(=O)CSc1ncnc2sc3c(c12)CCC(C)C3 (stereo not drawn),.,8%,.,.,-30,.,1%
O=C1CCC/C=C\C[C@@H](CC(=O)N(CCO)Cc2ccccc2)C(=O)N[C@H](c2ccccc2)CO1,.,.,25%,35%,-26,0%,-5%
Cn1cccc1C(=O)OCC(=O)N1CCc2ccccc2C1,.,.,.,.,-61*,1%,-3%
Cc1ccc(S(=O)(=O)NC(=O)c2ccccc2F)cc1,-3%,-8%,12%,-20%,10,5%,4%
CCOC(=O)N1CCN(C(=O)c2ccc3nc4ccc(Cl)cc4c(=O)n3c2)CC1,-4%,3%,-25%,-11%,-97*,-2%,4%
NC(=O)NC(=O)COC(=O)CCCCCNS(=O)(=O)c1ccc2c(c1)OCCO2,8%,-2%,10%,-28%,-18,-3%,2%
COc1ccc(CCNC(=O)c2cc(-c3cc(Cl)cc(Cl)c3)oc2C)cc1,-3%,0%,?,-24%,-5,-1%,-5%
COCc1cc(OC(=O)N(C)C)nc(-c2ccc(C)c(Cl)c2)n1,-2%,-11%,?,3%,-15,-3%,-7%
CCOC(=O)c1c(-c2ccc(C)o2)csc1NC(=O)CN1CCOCC1,1%,0%,?,117%[activator],3,16%,-1%
O=C(Nc1ccc(O)c2c(=O)cc(-c3cccc(Cl)c3)oc12)c1cccc(Cl)c1,2%,-4%,?,-31%,5,2%,2%
CNC(=O)c1c(NC(=O)c2ccc(S(=O)(=O)N3CCCC3)cc2)sc2c1CCN(C(C)C)C2,-5%,6%,.,201%[activator],18,.,.
O=C(OCc1ccccc1C(F)(F)F)c1cc([N+](=O)[O-])ccc1N1CCOCC1,2%,-6%,?,31%,-12,0%,0%
COc1ccc(NC(=O)c2cccc3c2C(=O)c2ccc(-c4cnc(OC)nc4)cc2S3(=O)=O)cc1,.,-6%,2%,18%,11,4%,3%
Cc1cccc(CC(=O)N2CC(=O)Nc3ccc(Br)cc3C2c2ccc(F)cc2)c1 (stereo not drawn),.,-3%,.,.,?,.,1%
COc1ccccc1C(=O)NC1(C(F)(F)F)C(=O)NC(C)=C1C#N (stereo not drawn),.,-1%,.,.,-7,.,-2%
COc1ccc(C(=O)NC(=S)N2CCN(c3ccccc3OC)CC2)cc1,1%,-13%,-21%,3%,-21,82%[activator],0%

# In the list so far, these have two or more sulfur atoms:
SMILES,LmPK inhibitor,AmpC inh detg,HCV inhibitor,AmpC inh no detg,HCMV antiviral,AMA1 RON2 block,TbPYK inhibitor
Cc1nc2ccc(NC(=O)c3cccc(S(=O)(=O)N4CC(C)OC(C)C4)c3)cc2s1 (stereo not drawn),1%,0%,2.8µM*,63%[activator],0,-1%,-10%
CCCOC(=O)CSc1ncnc2sc3c(c12)CCC(C)C3 (stereo not drawn),.,8%,.,.,-30,.,1%
CNC(=O)c1c(NC(=O)c2ccc(S(=O)(=O)N3CCCC3)cc2)sc2c1CCN(C(C)C)C2,-5%,6%,.,201%[activator],18,.,.

# The list goes on:
SMILES,LmPK inhibitor,AmpC inh detg,HCV inhibitor,AmpC inh no detg,HCMV antiviral,AMA1 RON2 block,TbPYK inhibitor
Cc1[nH]c2ccc(C(=O)Nc3ccc(F)cc3)cc2c1C,.,2%,.,.,0,.,-14%[15.4 µM]
Cc1ccc(C(=O)NNC(=O)c2ccc3ncccc3c2)cc1,2%,-5%,13%,1%,64,21%,1%
O=C(COc1ccccc1)NCc1ccc2c(c1)CCN2C(=O)c1ccc(Cl)cc1,.,1%,.,.,-15,.,1%
CC(C)NC(=O)C(=O)N/N=C/c1ccco1,0%,1%,8%,-9%,-21,62%[activator],-1%
O=C(CN(c1cccc(Cl)c1)S(=O)(=O)c1ccccc1)NN=C1CCCC1,9%,-1%,19%,-55%,?,36%[activator],1%
Cn1cc(C(=O)N2CCCCC2)c(=O)c2cc(S(=O)(=O)N3CCCC3)ccc21,-1%,-2%,9%,-1%,8,-12%,1%
O=C(Cc1ccc(NC(=O)C2CCCN(C(=O)C3CCCC3)C2)cc1)Nc1cccc(C(=O)N2CCCC2)c1 (stereo not drawn),.,.,?,.,5,13%,5%
C/C(=N\NS(=O)(=O)c1ccc(C)c([N+](=O)[O-])c1)c1cccs1,3%,-10%,?,-28%,?,0%,7%
CCN(C(=O)CSc1nc2ccccc2c(=O)n1CCOC)C1CCS(=O)(=O)C1 (stereo not drawn),1%,-4%,7%,-9%,-24,-4%,3%
CC(C)n1nnnc1SCC(=O)NCc1ccco1,.,.,18%,.,-15,11%,-1%
CC(=O)NCCNc1nc2c(-c3cccc(C)c3)nnn2c2ccccc12,8%,-5%,14µM*,52%,-18,0%,-2%
O=C(CSc1nc2[nH]ncc2c(=O)[nH]1)NCc1ccc(F)cc1,1%,-3%,29%,-14%,17,1%,0%
CCOCCCN(C(=O)Cn1nnc(-c2ccc(OC)c(OC)c2)n1)C(C(=O)NCC1CCCO1)c1ccc(F)cc1 (stereo not drawn),2%,-8%,13%,149%[activator],-31,-5%,4%
COc1ccccc1C(O)c1ncc(-c2cccc3ccccc23)[nH]1 (stereo not drawn),.,.,.,.,61,7%,2%
Cc1nc2ccn(Cc3ccco3)c(=O)c2cc1C(=O)Nc1ccc(F)cc1,.,-2%,.,.,?,.,18%
COc1ccccc1NC(=O)c1c(C)cc(=O)oc1C,10%,?,23%,-6%,-12,0%,-20%
c1ccc(-c2noc(-c3ccco3)n2)nc1,16µM*,-19%,14%,-11%,35,40%[activator],-12%

# Screening results deposited in PubChem BioAssay by National Center for Advancing Translational Sciences (NCATS).
